Giardia FBPA inh = qHTS Assay for Inhibitors of Fructose-1,6-bisphosphate Aldolase from Giardia Lamblia; A8B2U2; purified Giardia FBPA; Potency, µM (highest dose often 59.6 µM), inactives show at the top dose activity, negative = inhibition, most hits filed as inhibitors; 0.71% of 290,000 active; AID 2451, 2010; also: potency is read from the fitted curve at half-maximal effect; % is scaled to controls: 0 for no effect and ±100 for the full control effect; nearly all actives have a fitted effect of over 55% in size
Target sequence (A8B2U2 whole entry, looked up): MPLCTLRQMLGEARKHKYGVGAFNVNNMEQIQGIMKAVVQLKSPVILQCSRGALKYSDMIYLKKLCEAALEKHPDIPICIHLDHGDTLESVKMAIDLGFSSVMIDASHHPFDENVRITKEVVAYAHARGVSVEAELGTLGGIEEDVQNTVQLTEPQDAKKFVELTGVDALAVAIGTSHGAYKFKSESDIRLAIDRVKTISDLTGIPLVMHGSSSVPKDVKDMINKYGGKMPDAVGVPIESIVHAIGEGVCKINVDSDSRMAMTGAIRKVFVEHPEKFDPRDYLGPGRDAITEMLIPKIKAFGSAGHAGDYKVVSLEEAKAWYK
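40 nM FBPA preincubated 10 min at RT with compound (up to 57.5 uM final), then substrate plus GAPDH/TPI/NAD/arsenate coupling and diaphorase/resazurin added. Fluorescence read after 20 min at RT, 525/598 nm.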
Pf growth 96h = Primary qHTS for delayed death inhibitors of the malarial parasite plastid, 96 hour incubation. 6.9% of 320,000 active. P. falciparum luciferase reporter growth, 96 h. Potency, µM (top dose mostly 28.7 µM), without a hit: top-dose activity change, negative = inhibition, most hits filed as inhibitors. AID 504834, 2011; also: potency is read from the fitted curve at half-maximal effect; % is scaled to controls: 0 for no effect and ±100 for the full control effect
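Two-generation exposure (96 h) targets delayed-death phenotype. Reporter parasites carrying integrated firefly luciferase, in red cells at 2% hematocrit and 0.05% parasitemia final, kept at 37 C, 5% CO2; luminescence loss indicates inhibition.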
CHX counter = Cycloheximide Counterscreen for Small Molecule Inhibitors of Shiga Toxin | cell reporter, cycloheximide protein synthesis inhibition counterscreen | max response, % | 12% of 300,000 active | AID 2314, 2010; in the data active = max response mostly above about 13%, no sharp cut-off; inactive = mostly below about 14%; also: read at 38.3 µM for the half of the compounds with a filed dose; 0% is about no effect
Sm TGR block = qHTS Assay for the Inhibitors of Schistosoma Mansoni Peroxiredoxins; purified TGR, DTNB reduction, TNB absorbance 405 nm; 3% of 360,000 active; Schistosoma mansoni thioredoxin glutathione reductase (TGR), Q962Y6; Potency, µM (top dose mostly 114 µM), for the others: at the top dose activity change, negative = inhibition, usual class: inhibitors; also: potency is read from the fitted curve at half-maximal effect; % is scaled to controls: 0 for no effect and ±100 for the full control effect; nearly all actives have a fitted effect of over 60% in size
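TGR 20 nM + NADPH 100 uM (dispensed conc.), cpd preinc 15 min RT; start with NADPH (500 uM addition) then DTNB (15 mM addition). Kinetic TNB absorbance, 405 nm filter. Four-parameter Hill fit across titration.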
Shiga inhibitor = A qHTS for Small Molecule Inhibitors of Shiga Toxin. inhibition, % at 38.7 µM. 9.2% of 290,000 active. Vero cells, Shiga toxin protein synthesis inhibition reporter. AID 2315, 2010; in the data active = inhibition mostly above about 28%, no sharp cut-off; inactive = mostly below about 43%; also: 0% is about no effect
Pf growth 48h = Primary qHTS for delayed death inhibitors of the malarial parasite plastid, 48 hour incubation; P. falciparum luciferase growth in erythrocytes, 48 h; 5.9% of 310,000 active; AID 504832, 2011; Potency, µM (doses to about 28.7 µM), inactives show at the highest dose activity change, negative = inhibition, hits mostly inhibitors; also: potency is read from the fitted curve at half-maximal effect; % is scaled to controls: 0 for no effect and ±100 for the full control effect
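Firefly luciferase activity from engineered P. falciparum reports growth; inhibitors lower the luminescent signal. Cultures contained 2% hematocrit erythrocytes at 0.1% final parasitemia.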
Active calls of the source: *; ? = inconclusive; . = not tested or not shown; & = joins results of further samples; [ ] = another dose, or the depositor's remark. Unless noted, calls follow the shape of the dose curve; as a rule, active = well fitted curve in the direction sought with a large enough effect; inconclusive = small, poorly fitted or top-dose-only effect, or another doubt; inactive = no such curve, though single readings can be large; an effect the other way counts as inactive or inconclusive.

Molecule,Giardia FBPA inh,Pf growth 96h,CHX counter,Sm TGR block,Shiga inhibitor,Pf growth 48h
CCNC(=O)C/C(C)=N/NC(=O)C1CCCCC1,-2%,-18%,-1,-13%,-3,1%
CCOc1c(N2CCOCC2)c(=O)c1=O,7%,-8%,-1,3%,-7,6%
O=C(NCc1ccco1)c1ccc2[nH]c(=O)c(=O)[nH]c2c1,-7%,41%[activator],-4,-31%,-5,21%
COc1ccc(C2N(c3ccc4c(c3)OCCO4)C(=O)C2(F)F)cc1OC (configuration not stated),-1%,19%,1,-1%,-2,110%[activator]
CC1(C)CC(NC(=O)CC2CCCCC2)CC(C)(C)N1,-4%,13%,-4,0%,-8,4%
O=C1CC(c2ccccc2)CC(O)=C1C=NCCCN1CCOCC1 (configuration not stated),2%,0%,-8,-1%,-3,-7%
COc1cc(/C=N/NC2=NC(C)(C)Cc3ccccc32)cc(OC)c1OC,-12%,17%,-2,7%,10,?
CCOC(=O)c1cc(NC(=O)c2cccnc2)cc(C(=O)OCC)c1,4%,-1%,7,1%,-8,2.9µM*
O=C(CN1CCCC1)NCC12CC3CC(CC(C3)C1)C2,-8%,0%,2,0%,9,0%
Cc1ccc(-n2nnnc2CNC(=O)C2CC(=O)N(c3ccc(F)cc3)C2)cc1C (configuration not stated),.,1%,.,4%,.,-14%
O=C(c1cc2c(s1)CCCC2)n1cccn1,3%,37%[activator],18*,6%,9,18%
COC(=O)COc1ccc(S(=O)(=O)NCc2ccco2)cc1Cl,3%,4%,-3,-1%,-19,16%
CSCCC(NC(=O)c1ccc([N+](=O)[O-])cc1Cl)C(=O)OCC(=O)NCC(F)(F)F (configuration not stated),-1%,38%[activator],-2,-7%,-7,18%
CCN(CC)C(=O)c1ccc(-c2cccs2)s1,6%,27%,56*,3%,93*,?
c1ccc2cc(CC3=NCCN3)ccc2c1,1%&1%,13%&-19%,-3,-8%,0,-11%&-5%
O=C(CN(CCCN1CCOCC1)C(=O)Cn1nnc(-c2ccc(F)cc2)n1)NC1CCCCC1,5%,1%,-1,0%,-19,-13%
CCOC(=O)[C@H]1[C@H]2COc3ccccc3[C@@H]2N2C(=O)c3cc(OC)c(OC)cc3NC(=O)[C@@]12C,.,?,.,2%,.,?
O=[N+]([O-])C(/C=C(/Cl)[N+](=O)[O-])=C(N1CCCCC1)N1CCCCC1,-14%,5.2µM*,3,25µM*,17,8.3µM*
O=C(Nc1ccccc1)c1ccccc1CSc1ccccc1,.,?,.,-1%,.,?
CC(C)c1nc(CNC(=O)CC2C(=O)NCCN2Cc2ccc(F)cc2Cl)cs1 (configuration not stated),.,-25%,-2,?,-4,?
Cc1ccc(NC(=O)Nc2ccccc2)cc1[N+](=O)[O-],-8%,?,52*,-1%,146*,-92%
C=C(c1ccccc1)c1ccc(N(C)C)cc1,-3%,197%[activator],2,?,41,55%[activator]
COc1ccc(N2CCN(S(=O)(=O)c3ccc4c(c3)NC(=O)CC(=O)N4)CC2)cc1,.,?,1,11µM*,-6,-8%
CC(=O)Nc1nn(C)c2nc3ccc(C)cc3cc12,-6%,-27%,-3,2%,-7,-23%
CC1(c2ccc3c(c2)OCCO3)NC(=O)N(CC(=O)Nc2ccccc2SCC#N)C1=O (configuration not stated),.,?,.,-20%,.,?
COc1ccc(OCCCNCCc2ccccc2)cc1,2%,52%[activator],-3,4%,-9,3%
COc1ccc(N/N=C(/C(C)=O)N2CCCc3ccccc32)cc1,-30%,12µM*,11,-25%,43,4%
Cn1cccc1CNCc1ccc(F)cc1,-9%,?,1,-32%,-10,-3%
O=C(COc1ccc(OCc2ccccc2)cc1)NN=C1CCCC1,-1%,?,13,-1%,44,31%[activator]
Fc1cccc(Cl)c1CNCCCSc1ncccn1,?,13µM*,4,-10%,12,-11%
CCOCc1nnc(NS(C)(=O)=O)s1,1%,?,-2,1%,-5,?
CC(NC(=O)CN(C)S(=O)(=O)c1ccc(Br)s1)c1ccccc1 (configuration not stated),-8%,-12%,36*,-2%,84*,6%
NCCCNC(=O)Cn1c(=O)c2c3c(sc2n(Cc2ccccc2)c1=O)CCCC3,11%,?,-2,-1%,-2,?
O=C(CSc1nc2ccccc2o1)NCc1n[nH]c(=O)c2ccccc12,4%,?,1,6%,-18,33%[activator]
C/C1=C2N=C(/C=C3N=C(/C(C)=C4\[N-]C(C)(C5N=C1C(C)(CCC(=O)NCC(C)OP(=O)([O-])O[C@H]1C(O)C(n6cnc7cc(C)c(C)cc76)O[C@@H]1CO)C5CC(N)=O)C(C)(CC(N)=O)C4CCC(N)=O)C(C)(CC(N)=O)C\3CCC(N)=O)C(C)(C)C/2CCC(N)=O.[CH2-]C1OC(n2cnc3c(N)ncnc32)C(O)C1O.[Co] (some centres not stated),?,6.7µM*,.,.,.,8.5µM*
Cc1c(C(=O)OCC(C)(C)CN(C)C)oc2ccccc12,-8%,30%[activator],44*,0%,87*,52%[activator]
CCN(CC(=O)Nc1ccc(NC(C)=O)cc1)C(=O)c1ccc(NC2CC2)c([N+](=O)[O-])c1,.,55%[activator],.,15%,.,45%[activator]
CC(=O)N1CCC(N2CCN(c3ccccc3F)CC2)CC1,-17%,70%[activator],2,6%,-5,67%[activator]
N/C(=N\OC(=O)CC1CCCCC1)c1cccnc1,3%,?,27*,12%,14,0%
COc1ccc(C(CCN2CCCC2)c2c(OC)cc(OC)c3c(-c4ccccc4)cc(=O)oc23)cc1 (configuration not stated),1%&0%,12µM*,-1&-2,-6%,-15&-3,12µM*
CCCNC(=S)N1CCC(NC(=O)c2ccc(C)cc2)CC1,-1%,40%[activator],-3,118%[activator],-9,?
O=C(CC1S/C(=N/N=C/c2ccco2)NC1=O)Nc1ccccc1 (configuration not stated),-1%,26%,6,0%,4,-22%
O=C(CSc1nnc(SCc2cccc3ccccc23)s1)N=Nc1c(O)[nH]c2ccccc12,5%,-26%,-8,-8%,-16,12%
Cc1cc(Br)ccc1OCCN1CC(C)OC(C)C1 (configuration not stated),?,7%,3,0%,23,-9%
COc1ccc(C(=O)NCC(=O)OCc2nc(N)nc(Nc3ccccc3C)n2)cc1,.,?,.,-7%,.,-29%
COC(=O)C(CC(C)C)NC(=O)c1cccs1 (configuration not stated),-1%,22%,6,-1%,-4,35%[activator]
COc1ccc(CNC(=O)c2ccc[nH]2)cc1,-3%,-8%,4,.,21,21%
O=[N+]([O-])c1cccc(S(=O)(=O)c2cccc([N+](=O)[O-])c2)c1,-1%,?,-4,3%,-4,-9%
COc1c(F)c(F)c(C(=O)Nc2ccc(N3CCN(Cc4ccccc4)CC3)cc2)c(F)c1F,0%,.,-3,5%,-9,?
Clc1c2c(nc3ccccc13)CCC2,1%,-14%,-2,-6%,-6,19%
COc1nc(-c2ccc(Cl)cc2)nnc1C,-18%,55%[activator],15*,.,10,-18%
CCOc1cccc(-c2nnc(SCC(=O)Nc3cccc(OC)c3)n2N)c1,-1%,13%,-7,2%,-13,12%
C/C=C\C=C/C(=O)Nc1cccc(C2=NOC3(C2)C[C@@H](C(N)=O)N(C(=O)CCCCC)C3)c1 (some centres not stated),-9%,?,-2,2.5µM*,-2,-29%
CCOC(=O)c1ccc(N2C(=O)CC(C)(CC)CC2=O)cc1,0%,39%[activator],-4,1%,-6,?
O=C(Nc1c2c(nn1-c1ccccc1)CS(=O)(=O)C2)c1ccco1,.,0%,6,0%,-22,20%
COc1ccc(C2=Nc3cccc4cccc(c34)N2)cc1,1%,?,5,50µM*,19,0%
CCN(CC(=O)Nc1ccc(Br)cc1)C(=O)c1nc2nc(C)cc(C)n2n1,.,?,.,-2%,.,-15%
O=C(O)CCC1=C2c3ccccc3CCN2C(=O)CC1,2%,?,-3,?,-13,-3%
CC(=O)NCCc1nc2cc(NC(=O)Nc3ccccc3)ccc2n1C,-7%,182%[activator],1,6%,4,126%[activator]
Cc1cccc(Oc2ccccc2NC(=O)C2=COCCO2)c1,.,-28%,.,6%,.,?

The closing 3 entries of the section before lead into the next:
Molecule,Giardia FBPA inh,Pf growth 96h,CHX counter,Sm TGR block,Shiga inhibitor,Pf growth 48h
O=C(O)CCC1=C2c3ccccc3CCN2C(=O)CC1,2%,?,-3,?,-13,-3%
CC(=O)NCCc1nc2cc(NC(=O)Nc3ccccc3)ccc2n1C,-7%,182%[activator],1,6%,4,126%[activator]
Cc1cccc(Oc2ccccc2NC(=O)C2=COCCO2)c1,.,-28%,.,6%,.,?
COC(=O)c1ccc(CSc2nc3cc(Cl)ccc3s2)o1,-1%,8%,-3,-3%,-15,-6%
Cc1ccc(NC(=O)c2c(C(=O)Nc3ccccc3)sc3nc(C)cc(=O)n23)cc1,-3%,4%,5,-4%&-25%,29,?
O=c1[nH]c(=S)n(CCC2=CCCCC2)c(O)c1/C=N/Nc1ccccc1,-7%,18%,-2,?,-7,10%
CCOC(=O)c1[nH]cnc1C(=O)Nc1ccccn1,-15%,52%[activator],5,5%,-6,30%
Cc1ccc2nc(SCC(=O)Nc3ccc(Cl)cc3)nc(=O)n2c1,.,35%[activator],.,3%,.,38%[activator]
COc1ccccc1/C=C1\CCCC2=C1Nc1nnnn1C2c1ccccc1OC (configuration not stated),-13%,-20%,-3,4µM*,8,?
O=C(CCN1C(=O)/C(=C/c2cccs2)SC1=S)Nc1ccc(C(=O)O)cc1,17%,?,-3,6%,3,23%
COC(=O)c1ccccc1NS(=O)(=O)c1ccc2c3c(cccc13)C(=O)N2,1%,92%[activator],14,-1%,-9,?
Cc1ccc(Nc2nc(N)nc(CSc3nncn3C)n2)cc1,-1%,9%,28*,-4%,64*,442%[activator]
O=C(NNC(=O)c1ccc2ccccc2c1O)NC1CCCCC1,18%,-21%,-3,-28%,-10,-14%
CCCNC(=O)CCn1nc(-c2ccc(C)cc2)c2ccccc2c1=O,5%,-8%,-1,10%&13%,7,-16%[0.00184 µM]
CCC(C)N(C(=O)COC(=O)c1cc([N+](=O)[O-])ccc1N)C1CCS(=O)(=O)C1 (configuration not stated),.,?,4,-22%,5,-5%
CN(C)S(=O)(=O)N1CCC(Oc2ccc(C(=O)NCCc3cscn3)cc2)CC1,.,?,-2,-2%,-5,10%

Assay outcomes (PubChem)
